High-throughput results deposited in PubChem BioAssay by Fisher Drug Discovery Resource Center.
mcGAS MS inh: blocks mouse cGAS cGAMP production; recombinant mouse cGAS, cGAMP by RapidFire MS; inhibition, % at 12.5 µM; hit rate 0.18% among 130,000; Q8C6L5;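 active = inhibition of cGAS enzyme activity at or above 60%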;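 also: enzyme stimulated by 45 bp dsDNA with ATP and GTP substrates; cGAMP share of summed cGAMP plus half ATP and half GTP signals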
Target sequence (Q8C6L5 whole entry, looked up): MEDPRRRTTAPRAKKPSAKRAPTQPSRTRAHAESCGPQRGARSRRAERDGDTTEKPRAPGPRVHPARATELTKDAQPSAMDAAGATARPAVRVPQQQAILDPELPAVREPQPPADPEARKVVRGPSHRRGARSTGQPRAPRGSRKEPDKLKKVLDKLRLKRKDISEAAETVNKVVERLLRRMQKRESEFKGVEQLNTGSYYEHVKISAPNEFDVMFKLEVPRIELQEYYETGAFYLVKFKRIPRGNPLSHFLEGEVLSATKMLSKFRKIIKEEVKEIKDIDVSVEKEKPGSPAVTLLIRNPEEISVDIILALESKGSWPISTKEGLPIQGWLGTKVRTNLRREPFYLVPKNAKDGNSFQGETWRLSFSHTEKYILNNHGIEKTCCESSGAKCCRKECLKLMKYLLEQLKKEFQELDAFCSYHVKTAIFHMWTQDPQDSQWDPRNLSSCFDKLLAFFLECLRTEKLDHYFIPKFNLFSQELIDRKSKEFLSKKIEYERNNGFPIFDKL
The depositor's hits bear a star. Not all compounds are listed; the hit share may differ from the screen's.

compound | mcGAS MS inh
COCC1CCN(C(=O)C2CCC(=O)N(Cc3cccc(C(F)(F)F)c3)C2)CC1 (stereo unspecified) | -4.1
O=c1c2c(-c3ccccc3)n3ncnc3nc2ccn1C1CCCC1 | -0.5
CCN(C(=O)CCN1C(=O)c2ccccc2C1=O)c1ccc(F)cc1 | -2.0
CC(C)(CNC(=O)C1=CCCCO1)c1ccc(Br)cc1 | -43.0
COc1cccc2c(SC(C)C)nccc12 | -2.0
FC(F)(F)c1cccc(-n2c(Cn3cncn3)n[nH]c2=S)c1 | 16.9
O=C(c1ccc2c(c1)OCO2)C1CCCN(Cc2ccc3ccccc3n2)C1 (stereo unspecified) | -16.1
COc1cccc(CCn2ccnc2-c2cccc(O)c2)c1 | -7.2
CC(Cc1ccccc1)N=C(N)C(C#N)/C=C1/Nc2ccccc2C1=O (stereo unspecified) | -2.4
COc1ccc(-c2csc(C(N)=O)c2)cn1 | -19.1
CC(C)Cn1nnnc1SC(C)C(=O)N1CCN(c2ccccc2)CC1 (stereo unspecified) | -27.8
Cc1nc(SCC(=O)NNC(=O)c2cccs2)c2c(C)c(C)sc2n1 | 21.0
CSc1ncc(CNC(C)c2cnn(-c3ccccc3)c2C)cn1 (stereo unspecified) | 5.4
CCCCc1cn(CC2CCN(C(=O)c3cncc(C)c3)CC2)nn1 | -11.2
COc1ccc(CC2CN(C(=O)c3ccccc3Cl)CCO2)cc1 (stereo unspecified) | -6.0
O=C(c1ccc(CN2CCCCC2C2OCCO2)cc1)N1CCCC1 (stereo unspecified) | -7.5
COCCN1CCN(C(=O)c2cn(C3CCCCCC3)nn2)CC1 | -5.1
CS(=O)(=O)c1nccn1CCCC1CCCC1 | -8.6
O=C(CSc1nc2sc3c(c2c(=O)[nH]1)CCCC3)N1CCOCC1 | -7.5
O=C(Oc1ccc2c(c1)OCO2)c1oc2ccccc2c1COc1ccccc1 | -7.4
Cc1ccc(Cn2c(C)c(C(=O)NCc3ccc(F)cc3)sc2=O)cc1 | -8.5
N#Cc1c(NC(=O)C2CCCO2)sc2c1CCCCC2 (stereo unspecified) | -11.8
Cn1c(SCC(=O)N2CCN(c3ccccn3)CC2)nnc1-c1ccccc1 | -3.2
CCCOC(=O)c1cccc(NC(=O)CSc2nnc(-c3cc4cccc(OC)c4o3)n2C)c1 | -5.7
NS(=O)(=O)c1ccc(Cl)cc1F | -5.0
CC1COCCN1C(=O)NCc1csc(CCc2ccccc2)n1 (stereo unspecified) | -2.7
Cc1cc(NC(=O)CSCC(=O)O)no1 | -8.0
Nc1nc(-c2ccccc2)c(N=Nc2ccc3c(c2)OCO3)s1 | -4.9
COc1ccc(-c2csc(NC(=O)c3ccc(S(=O)(=O)N4CCCC4)cc3)n2)cc1F | -4.0
Cc1cccc(Oc2ncccc2N2CC3CS(=O)(=O)CC3C2=O)c1C (stereo unspecified) | -1.3

Some of these compounds in order of number of heavy atoms, highest first:
compound | mcGAS MS inh
COc1ccc(-c2csc(NC(=O)c3ccc(S(=O)(=O)N4CCCC4)cc3)n2)cc1F | -4.0
O=C(c1ccc(CN2CCCCC2C2OCCO2)cc1)N1CCCC1 (stereo unspecified) | -7.5
O=C(CSc1nc2sc3c(c2c(=O)[nH]1)CCCC3)N1CCOCC1 | -7.5
N#Cc1c(NC(=O)C2CCCO2)sc2c1CCCCC2 (stereo unspecified) | -11.8

(next part)
compound | mcGAS MS inh
O=C1CCc2cc(F)c(NC(=O)C3CCC3)cc2N1 | -2.4
CCCc1nc2sc3c(NCCN(C)C)ncnc3c2c2c1CCCC2 | 1.2
CCOC(=O)N1CCN(C(=O)COC(=O)c2ccc([N+](=O)[O-])o2)CC1 | 1.5
COC(=O)CCC(=O)N1CCCC(C(=O)c2ccccc2SC)C1 (stereo unspecified) | 4.7
Cc1cccc(C)c1OCC(=O)Nc1ccccc1S(=O)(=O)N1CCCC1 | -16.6
Cc1[nH]nc(NC(=O)NCC(F)(F)F)c1CC(C)C | -5.1
O=C(C1CCC1)N1CCN(c2cnn(-c3ccccc3)c(=O)c2Cl)CC1 | -4.0
Cc1ccccc1C1(O)CCN(Cc2cccs2)C1 (stereo unspecified) | -29.0
CCCNC(=O)N1CCN(c2ccc(Cl)c(Cl)c2)C(=O)C1C (stereo unspecified) | -3.2
Cc1cccc(N2C(=O)N(c3ccccc3Cl)C3CS(=O)(=O)CC32)c1 (stereo unspecified) | -4.2
CCCCn1c(N)c2c(=O)n(CCCC)c(-c3ccc(Cl)cc3)cc2c(C#N)c1=O | -3.3
CN(CC(=O)N[C@@H]1C=C[C@H](CO)C1)Cc1ccccc1 | -3.4
CC(=NNC(=S)NC(C)C)c1ccco1 | -4.3
Cc1cc(C)c(-c2c(O)c3c([nH]c2=O)CC(C)(C)CC3=O)c(C)c1 | -3.6
Cc1ncsc1CCN(C)C(=O)c1cc(C2CC2)[nH]n1 | -6.7
CC1Cc2ccccc2N1CCNC(=O)N1CCc2sccc2C1 (stereo unspecified) | 3.5
OC1CCN([C@@H]2CCN(c3nc(-c4ccccc4)no3)C[C@H]2O)CC1 | 8.6
OC(COCc1ccccc1)C[N+]1(Cc2ccccc2)CCOCC1 (stereo unspecified) | -9.8
CCOC(=O)C1CN(C(=O)C2CC2C)CCN1C(=O)C1CC1C (stereo unspecified) | -42.3
CN(Cc1cccn1-c1ccccn1)C1CCCN(CCc2ccccc2)C1 (stereo unspecified) | -3.8
Cc1ccc(S(=O)(=O)N2CCC[C@H]2C(=O)N2CCOC3CCCCC32)cc1 (stereo partly specified) | 4.2
CC(C)NS(=O)(=O)c1cccc(C(=O)Nc2nc(C(C)(C)C)cs2)c1 | 0.1
COc1ccc2nc(S(=O)(=O)O)[nH]c2c1 | -1.7
Cc1noc(Cl)c1CCC(=O)NC(C)C1CC2CCC1C2 (stereo unspecified) | -8.5
COc1ccc(CN2CCC2(C)C(=O)NCc2cccc3ccccc23)c2ccccc12 (stereo unspecified) | -3.3
Cc1cnccc1N1CCN(C(=O)C2CC3(CCNCC3)CN2)CC1 (stereo unspecified) | 3.9
C=CCNc1c(Cl)cc(Cl)cc1C(=O)O | 2.7
CC(C)n1c(=O)c(C(=O)N2CCC(O)(c3ccccc3)CC2)cc2cccnc21 | 4.9
Cn1ccnc1-c1ccc(NCCn2ccc3ccccc32)nn1 | -4.8
O=S(=O)(c1ccc(F)cc1F)N1CCCCC1 | -5.2
CC(CNC(=O)c1cc2ccccc2o1)N1CCCCC1 (stereo unspecified) | -8.2
Cc1ccc(C(C)NCc2ccc(S(C)=O)cc2)o1 (stereo unspecified) | 6.6
O=S(=O)(c1cccs1)N1CCOc2cccnc21 | -7.6
NC(=O)C(NC(=O)C1CCN(c2ccc(C(F)(F)F)cc2[N+](=O)[O-])CC1)c1ccccc1 (stereo unspecified) | 13.0
O=C(CC1CSc2nccc(=O)n21)NCC1CCCO1 (stereo unspecified) | -5.4
Cc1cccc(Nc2ncccc2C(=O)N(C)CC2OCCO2)c1C | -1.2
Cc1ccc(C2=NNC(=O)C3CCCCC23)cc1C (stereo unspecified) | -0.1
Cn1c(SCc2cc(=O)n3ccsc3n2)nc2sc(-c3ccccc3)cc2c1=O | 0.4
COc1cccc(-c2nccn2CCC2CCCN2C)c1OC (stereo unspecified) | -12.6
CC(COc1ccccc1)NCc1n[nH]c2c1CCCCC2 (stereo unspecified) | -11.2
CCOc1cc(C2Nc3ccccc3N=C3CC(c4ccc(OC)cc4)CC(=O)C32)ccc1OC(=O)C1CC1 (stereo unspecified) | -2.9
Nc1cnc(-c2ccc(OC(F)(F)F)cc2)cn1 | -9.2
CC(C)C(N)C(=O)N1CCN(C(=O)CCC2CCCC2)C(C)C1 (stereo unspecified) | -5.8
CCCOC(=O)C(C(=O)OCCC)C(N)=NCc1ccccc1 | 0.1
c1nc(N2CCCC2)c2c3c(sc2n1)CCCC3 | -9.0
O=C(O)Cc1ccc([N+](=O)[O-])cc1Sc1ccc(Cl)cc1 | -22.6
CCn1c(CN2CC(C)CC(C)C2)nc2c1c(=O)n(C)c(=O)n2C (stereo unspecified) | 0.6
CCOC(=O)c1sc(N)c(C(=O)OCC)c1CSc1nncs1 | -9.6
CCC(C(=O)N1CCOc2c(O)cc(-c3cccnc3)cc2C1)n1cccc1 (stereo unspecified) | -15.9
CCC(C)Oc1ccccc1/C=C/C(=O)NCCCc1ncn[nH]1 (stereo unspecified) | -1.1
CCn1c(N2CCN(Cc3ccc(F)cc3)CC2)nc2c1c(=O)[nH]c(=O)n2C | -2.0
Cc1nn(C)c2sc(C(=O)N(C)CC(=O)Nc3ccccc3C(F)(F)F)cc12 | -0.5
Cc1cnc2c(c1NCCCN(C)C)c(=O)n(C)c(=O)n2C | -0.4
CC(=O)c1ccc(S(=O)(=O)N2CCCC(C)C2)cc1 (stereo unspecified) | 2.9
CC(Oc1ccccc1)C(=O)Nn1cnc2c(cnn2C(C)(C)C)c1=O (stereo unspecified) | -12.2
O=C1NCCC1Oc1ccc(Br)cc1Br (stereo unspecified) | -8.6
COc1ccc2c(C)c(CCC(=O)NC(C)C(C)C)c(=O)oc2c1 (stereo unspecified) | -5.9
O=c1c(Cl)c(Cl)cnn1CN1CCCC1c1nc2ccccc2s1 (stereo unspecified) | -1.2
O=C(/C=C/c1ccccc1)N1CC[C@@H](c2ccc3c(c2)OCO3)[C@H](O)C1 | -13.4
FC(F)(F)c1cccc(C2CN(Cc3ccon3)CCO2)c1 (stereo unspecified) | 2.3

More results follow.
compound | mcGAS MS inh
Cc1cc(=O)n2nc(Oc3cccc(C(N)=O)c3)sc2n1 | 0.8
O=C(C[N+]12CN3CN(CN(C3)C1)C2)c1ccc(Cl)cc1 | -9.9
Cc1cc(C(=O)NCC2CCN(C)C2)c(NC(=O)C(C)(C)C)s1 (stereo unspecified) | -30.4
COCC1CCCCN1C(=O)CCc1nnc(Cc2cc(OC)ccc2OC)o1 (stereo unspecified) | -8.4
C=CCNC(=O)C(=O)NCCCO | 3.9
CC(=O)NC1CCN(C(=O)CC(c2ccccc2)c2ccc(F)cc2)CC1 (stereo unspecified) | -20.9
CN(c1ccccc1)c1ccncc1N | 2.0
Cc1cc(=O)[nH]c(NN=C2CC(=[N+]3CCOCC3)CC(C)(C)C2)n1 | -50.7
CC(=O)Nc1cc(C(=O)Nc2n[nH]c(C)n2)cc(C(F)(F)F)c1 | -2.7
CCc1nnc(CNc2cc(Cl)ccc2F)n1C | -1.3
CN1CCC(N2CCCC(NC(=O)c3cnn(-c4ccccc4)c3)C2)CC1 (stereo unspecified) | 8.2
CC1CCC(O)(Cn2cnc3c(nnn3-c3ccccc3)c2=O)CC1 (stereo unspecified) | -9.3
CCCc1ccc(C(O)c2ncc(-c3cccc(F)c3)[nH]2)cc1 (stereo unspecified) | -10.9
COc1cccc(OCC(=O)N2CCC3(CCCN(C)C3=O)C2)c1 (stereo unspecified) | -0.4
Cc1nn(C2CCS(=O)(=O)C2)c2nc(-c3ccc(F)cc3)cc(C(=O)O)c12 (stereo unspecified) | -6.0
COc1ccc2[nH]c(CNC(C)Cn3cnc4ccccc4c3=O)cc2c1 (stereo unspecified) | -6.9
O=S(=O)(NCCCN1CCOCC1)c1cc(Cl)c(Cl)cc1Cl | -11.8
CCOC(=O)C(C#N)=Cc1ccco1 | 2.9
Cc1nc2ccccc2c(C)c1CC(=O)NCCCn1ccnc1 | -7.0
O=C(CCCn1ccnc1)N1CCC(c2ccc(O)cc2)CC1 | -5.8
C(=C\c1nc2ccccc2s1)/c1ccc(N2CCOCC2)cc1 | 3.5
Cc1ccc(C(=O)C(C)OC(=O)c2sc3nc4n(c(=O)c3c2C)CCC4)cc1C (stereo unspecified) | -10.3
CC(C)NC(=O)C1(C)CCCN1C/C=C/c1ccccc1 (stereo unspecified) | -7.6
COCCCn1c(C)cn2c3c(=O)n(Cc4ccc(Cl)cc4)c(=O)n(C)c3nc12 | -6.7
Ic1cccc(-c2nnc(-c3ccccc3)o2)c1 | -21.6
O=C(O)[C@H]1/C(=C/CO)O[C@@H]2CC(=O)N21 | -2.4
O=C(CN1CCN(Cc2cc3n(n2)CCCNC3)CC1)Nc1cccnc1 | -5.2
CC(=O)/C(=N/Nc1cccc(Cl)c1)N1CCCCC1 | -11.3
O=C(O)CCCN1C(=O)CSC1=S | 2.5
O=c1ccc(-c2cccnc2)nn1CCNS(=O)(=O)c1cccc(F)c1 | -3.3

In the list so far, 6 contain a COOH group:
compound | mcGAS MS inh
Cc1cc(NC(=O)CSCC(=O)O)no1 | -8.0
C=CCNc1c(Cl)cc(Cl)cc1C(=O)O | 2.7
O=C(O)Cc1ccc([N+](=O)[O-])cc1Sc1ccc(Cl)cc1 | -22.6
Cc1nn(C2CCS(=O)(=O)C2)c2nc(-c3ccc(F)cc3)cc(C(=O)O)c12 (stereo unspecified) | -6.0
O=C(O)[C@H]1/C(=C/CO)O[C@@H]2CC(=O)N21 | -2.4
O=C(O)CCCN1C(=O)CSC1=S | 2.5

Other structures
compound | mcGAS MS inh
CN(C(=O)c1ccc(NC(=O)C2CC2)cc1)c1ccccc1 | -10.2
COc1cc(OC)cc(C(=O)Nc2c3c(nn2-c2cccc(C)c2C)CS(=O)C3)c1 (stereo unspecified) | 2.4
Cc1nc2sccn2c1C=NNC(=O)C12CC3CC(CC(C3)C1)C2 | 9.3
O=C(Cc1cccc2ccccc12)Nc1c2c(nn1-c1ccccc1)CS(=O)(=O)C2 | -7.0
Cc1n[nH]c(C)c1Sc1ccccc1N=Cc1ccc2c(c1)OCO2 | -26.2
COc1ccccc1NC(=O)C1=C(C)Nc2nc(CCCO)nn2C1c1cccc(C)c1 (stereo unspecified) | -5.7
Cc1cc(C(=O)Nc2ccc3nc(N4CCN(C)CC4)sc3c2)no1 | -2.8
